PNC inhibitor = perinucleolar compartment assembly inhibition | AID 2417 | PC3M PTB-GFP, PNC prevalence imaging, 16 h; stronger effect = lower value | hit rate 3.1% among 140,000 | activity change (PNC), negative = inhibition, % at 10 µM;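 active = readout at or below -70, meaning at least 70% loss of cells showing the perinucleolar compartment, a nuclear body marking cancer cells; inconclusive = readout between -30 and a set limit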;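 also: plate controls were DMSO wells for no effect and camptothecin positive control wells for full effect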
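PC3M cells stably expressing PTB-GFP, 750–1000 cells/well, treated 16 h at 37 °C with compound (23 nl of library stock), in duplicate. After paraformaldehyde fixation and Hoechst stain, imaged at 20x; PNC prevalence scored by image analysis.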
12-hLO inh = blocks human 12-lipoxygenase activity; P18054; purified 12-hLO, xylenol orange hydroperoxide absorbance; Potency, µM (highest dose often 57.1 µM), for the others: top-dose activity change, negative = inhibition, usual class: inhibitors; hit rate 0.12% among 150,000; AID 1452; also: potency is read from the fitted curve at half-maximal effect; nearly all actives have a fitted effect of over 55% in size; many of its hits are not listed in these tables
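Purified human 12hLO (150 nM), preincubated 15 min with compound, then 40 uM arachidonic acid for 30 min, room temperature, Hepes pH 7.0 with 0.01% Triton X-100. Hydroperoxide detected by ferrous iron/xylenol orange; 573/405 nm absorbance ratio gives reaction progress.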
15-hLO-2 inh = inhibitors of human 15-lipoxygenase 2 (ALOX15B); O15296; purified 15hLO-2, xylenol orange hydroperoxide absorbance; Potency, µM (top dose mostly 57.1 µM), inactives show top-dose activity change, negative = inhibition, usual class: inhibitors; hit rate 0.56% among 110,000; also: potency is read from the fitted curve at half-maximal effect; nearly all actives have a fitted effect of over 60% in size; many of its hits are not listed in these tables
Target sequence (O15296 whole entry, looked up): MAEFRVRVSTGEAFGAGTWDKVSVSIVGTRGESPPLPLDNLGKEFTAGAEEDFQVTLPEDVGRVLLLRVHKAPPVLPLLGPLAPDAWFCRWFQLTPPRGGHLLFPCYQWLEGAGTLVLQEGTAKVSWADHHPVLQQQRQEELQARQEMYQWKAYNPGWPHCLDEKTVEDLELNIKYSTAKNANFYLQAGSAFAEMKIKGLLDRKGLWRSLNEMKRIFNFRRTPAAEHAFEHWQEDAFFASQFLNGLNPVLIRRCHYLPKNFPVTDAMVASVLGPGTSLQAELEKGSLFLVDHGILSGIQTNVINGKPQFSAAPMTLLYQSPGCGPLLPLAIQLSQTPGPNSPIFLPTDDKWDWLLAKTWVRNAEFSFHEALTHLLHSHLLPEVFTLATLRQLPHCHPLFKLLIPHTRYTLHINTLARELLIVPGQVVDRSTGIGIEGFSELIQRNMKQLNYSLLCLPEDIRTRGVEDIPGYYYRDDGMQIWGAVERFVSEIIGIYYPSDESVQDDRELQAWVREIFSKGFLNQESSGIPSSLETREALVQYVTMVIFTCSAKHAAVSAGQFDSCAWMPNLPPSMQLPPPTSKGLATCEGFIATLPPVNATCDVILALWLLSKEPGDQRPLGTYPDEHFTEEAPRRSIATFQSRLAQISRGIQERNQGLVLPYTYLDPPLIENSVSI
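Read-out: hydroperoxide product oxidises ferrous iron, measured as xylenol orange complex via the 573-to-405 nm absorbance ratio after 30 min. Reaction: 50 nM enzyme, 15 min compound preincubation, 45 uM arachidonic acid, 90 min RT, Hepes pH 7.5 with Triton X-100.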
IMPase cell inh = cell-permeable inhibitors of inositol monophosphatase (IMPase); P97697; CHO-M1 cells, IP1 accumulation, HTRF TR-FRET ratio; inhibition (IP1 accumulation), % at 46.1 µM; 120,000 tested, under 10 active; active = well fitted curve in the direction sought with a large enough effect in the signal ratio, not every such curve was filed as active; inconclusive = small, poorly fitted or top-dose-only effect, or a change in a side signal; inactive = no such curve, though single readings can be large or run the other way; the % refers to the signal ratio;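 also: cells stimulated with carbachol in lithium chloride buffer; plate controls were DMSO basal wells for no effect and reference inhibitor wells for full effect; higher means more IMPase inhibition seen as more IP1 and lower FRET ratio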
Target sequence (P97697 whole entry, looked up): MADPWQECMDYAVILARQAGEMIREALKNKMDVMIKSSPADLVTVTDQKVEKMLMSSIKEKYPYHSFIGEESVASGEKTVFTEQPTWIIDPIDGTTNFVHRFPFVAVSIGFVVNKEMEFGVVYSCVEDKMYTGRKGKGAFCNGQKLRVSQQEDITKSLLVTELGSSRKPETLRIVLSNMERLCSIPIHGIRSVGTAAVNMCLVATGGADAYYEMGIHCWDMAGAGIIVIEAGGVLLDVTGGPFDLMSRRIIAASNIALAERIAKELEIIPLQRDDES
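Seeded CHO-M1 cells were dosed with compound at up to 46 uM, stimulated with carbachol for 30 min, then lysed in IP-One detection reagents. Higher IP1 lowers the TR-FRET signal.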
* hit, by the source's call; u = inconclusive; x = no result given; & = joins results of further samples; [ ] = another dose, or the depositor's remark. Unless noted, calls follow the shape of the dose curve; as a rule, active = well fitted curve in the direction sought with a large enough effect; inconclusive = small, poorly fitted or top-dose-only effect, or another doubt; inactive = no such curve, though single readings can be large; an effect the other way counts as inactive or inconclusive. Unless noted, % is scaled to controls: 0 for no effect and ±100 for the full control effect.

Field names – A = PNC inhibitor; B = 12-hLO inh; C = 15-hLO-2 inh; D = IMPase cell inh
1. CCCNC(=O)Nc1ccc2c(c1)N(C)C(=O)c1ccccc1S2
  A: u; B: 10%; C: -5%; D: -2
2. Cc1ccsc1-c1n[nH]c(=S)n1CC(C)C
  A: u; B: -4%; C: x; D: x
3. O=C(O)CCCc1ccccc1
  A: 7; B: -4%; C: x; D: x
4. COC(=O)c1cccc(NC(=O)/C=C/c2ccc3c(c2)OCO3)c1
  A: 131; B: 0%; C: x; D: x
5. O=C1CCCN1c1ccc(S(=O)(=O)NCCc2ccc(Cl)cc2)cc1
  A: -27; B: -3%; C: -6%; D: -2
6. COC(=O)c1ccc(NCCC(=O)O)cc1
  A: 18; B: 0%; C: x; D: x
7. CCN1CCN(Cc2coc3ccc(C)cc3c2=O)CC1
  A: -29; B: 1%; C: -2%; D: -7
8. COc1ccc(NC(=S)NC2CCS(=O)(=O)C2)cc1 (stereo not drawn)
  A: 37; B: 3%; C: x; D: x
9. Cc1ccc(-c2c3c([nH]c(=S)c2C#N)CCCC3)o1
  A: -5; B: -22%; C: u; D: -9
10. COc1ccc(C(C)(C)C)cc1NC(=O)Nc1ccc2c(c1)OCO2
  A: 1; B: -5%; C: x; D: 5
11. O=C(Nc1ccccc1NC(=O)NC1CCCCC1)NC1CCCCC1
  A: -5; B: 8%; C: 14%; D: 2
12. CCOC(=O)c1c(CN2CCCCC2)n(C)c2cc(Br)c(O)c(CN(C)C)c12
  A: -6; B: -6%; C: 8%; D: 7
13. COc1ccc(S(=O)(=O)N2CCCC(C(=O)NC3CCCCC3)C2)cc1 (stereo not drawn)
  A: -102*; B: 1%; C: 3%; D: -11
14. C=C(CO)C1Cc2c(ccc3c(=O)c4c(oc23)COc2cc(OC)c(OC)cc2-4)O1 (stereo not drawn)
  A: x; B: -3%; C: -15%; D: -8
15. CC(=O)c1cccc(NS(=O)(=O)c2cc(OCC(N)=O)c(C)cc2Cl)c1
  A: 8; B: -3%; C: -5%; D: -3

Given with two lines to a compound: 7 of the compounds above
Sequence of screens – PNC inhibitor, 12-hLO inh, 15-hLO-2 inh, IMPase cell inh
11: O=C(Nc1ccccc1NC(=O)NC1CCCCC1)NC1CCCCC1
 : -5, 8%, 14%, 2
2: Cc1ccsc1-c1n[nH]c(=S)n1CC(C)C
 : u, -4%, x, x
7: CCN1CCN(Cc2coc3ccc(C)cc3c2=O)CC1
 : -29, 1%, -2%, -7
13: COc1ccc(S(=O)(=O)N2CCCC(C(=O)NC3CCCCC3)C2)cc1 (stereo not drawn)
 : -102*, 1%, 3%, -11
15: CC(=O)c1cccc(NS(=O)(=O)c2cc(OCC(N)=O)c(C)cc2Cl)c1
 : 8, -3%, -5%, -3
10: COc1ccc(C(C)(C)C)cc1NC(=O)Nc1ccc2c(c1)OCO2
 : 1, -5%, x, 5
6: COC(=O)c1ccc(NCCC(=O)O)cc1
 : 18, 0%, x, x

The list goes on.
Field names – A = PNC inhibitor; B = 12-hLO inh; C = 15-hLO-2 inh; D = IMPase cell inh
16. O=C(CN(Cc1ccc(F)cc1)C(=O)Cn1nnc2ccccc21)NCC1CCCO1 (stereo not drawn)
  A: 30; B: -7%; C: x; D: x
17. CN(C)c1ccc(/C=N/NC(=O)CCC(=O)NCc2ccccc2)cc1
  A: 2; B: 1%; C: x; D: x
18. CCc1ccccc1S(=O)(=O)Cc1ccc(C(=O)NCc2ccc3c(c2)OCO3)o1
  A: 11; B: -8%; C: 6%; D: 4
19. COc1ccc(CCNC(=O)C2CC(c3ccccc3[N+](=O)[O-])=NO2)cc1 (stereo not drawn)
  A: 31; B: 3%; C: -2%; D: -4
20. Cc1ccc(S(=O)(=O)/N=C2\C(=O)c3ccccc3C([O-])=C2n2cc[n+](CCC(C)C)c2)cc1
  A: u; B: -2%; C: -21%; D: 10
21. Cc1cc(C)c(S(=O)(=O)Nc2cccc(/C=C/C(=O)O)c2)c(C)c1
  A: u; B: 2%; C: x; D: x
22. Cc1cc2cc(CN(Cc3nnnn3C3CCCCC3)CC3CCCO3)c(=O)[nH]c2cc1C (stereo not drawn)
  A: 29; B: u; C: 2%; D: 5
23. N=C1CCC[C@@H]1C(=S)SCCC(N)=O
  A: x; B: 2%[11.4 µM]; C: -10%[11.4 µM]; D: x
24. CCN(CC)P(=O)(/C(Cl)=C\Nc1c(C)n(C)n(-c2ccccc2)c1=O)N(CC)CC
  A: -10; B: -5%; C: -8%; D: -3
25. O=C(C1CCN(S(=O)(=O)N2CCCCC2)CC1)N1CCCCC1
  A: 26; B: -4%; C: x; D: x
26. c1ccc(-c2oc3ncnc(NCCCn4ccnc4)c3c2-c2ccccc2)cc1
  A: u; B: -5%; C: 11%; D: 7
27. CC(C)=CCC/C(C)=C/CC(C)(C)CNCCN1CCNCC1
  A: u; B: -2%; C: 53%[activator]; D: 12
28. COC(Cc1n[nH]c(=S)n1-c1ccccc1)OC
  A: u; B: -7%; C: 17%; D: 1
29. Cc1nn(-c2ccccc2)c(Cl)c1C(=O)OC(C)C(=O)NC(=O)NC1CCCCC1 (stereo not drawn)
  A: 22; B: -16%; C: -10%; D: 5
30. CC(C)=NNc1nc2sc3c(c2c(=O)[nH]1)CC(C)(C)OC3
  A: 3; B: -9%; C: x; D: x
31. CCn1c(SCC(=O)c2ccc3c(c2)OCCO3)nnc1-c1ccco1
  A: -86*; B: 0%; C: -20%; D: -9
32. CC(NC(=O)CSc1nnc(-c2cc3cc(Cl)ccc3o2)n1C)c1ccccc1 (stereo not drawn)
  A: -119*; B: -1%; C: x; D: 13
33. O=C(Cn1c(=O)n(-c2ccc(F)cc2)c(=O)c2sccc21)N1CCCC1
  A: 19; B: 5%; C: -1%; D: -10
34. CCn1c(-c2ccccc2Cl)nn(CC(=O)Nc2ccc(OC)cc2)c1=S
  A: 30; B: -2%; C: -1%; D: -1
35. CC1=CC(C)(C)N(C(=O)CSc2nccn2C)c2cc(C)ccc21
  A: u; B: -4%; C: 10%; D: 12
36. CC(C)N(CCC(=O)c1ccc2ccccc2c1)Cc1ccccc1
  A: x; B: u; C: 13µM*; D: 6&4
37. O=C(CC1Oc2ccccc2NC1=O)NCCc1ccccc1 (stereo not drawn)
  A: 22; B: 14%; C: -3%; D: -6
38. Cc1cc(C)cc(-n2c(C)cc(C(=S)N3CCOCC3)c2C)c1
  A: 16; B: -26%; C: x; D: 19
39. Cn1cccc1C(=O)OCC(=O)c1cc2ccccc2o1
  A: 3; B: -14%; C: u; D: -7
40. Cc1cccc(CNc2cc(-c3ccc(C(=O)N(C)C)cc3)ncn2)c1
  A: x; B: -3%; C: -14%; D: x
41. CCCCNC(=O)N1CCOCCOCCN(C(=O)NCCCC)CCOCC1
  A: 9; B: -2%; C: -4%; D: 3
42. COC(C(=O)NC1CCCCCCC1)c1ccccc1 (stereo not drawn)
  A: -24; B: 0%; C: x; D: x
43. COc1cc(C2C(C#N)=C(N)Oc3cc(C)n(CC4CCCO4)c(=O)c32)cc2c1OCO2 (stereo not drawn)
  A: 13; B: -5%; C: 4%; D: 2
44. O=C(O)[C@H]1C[C@H](C(=O)O)N1
  A: x; B: 4%; C: 13%; D: -5
45. O=[N+]([O-])c1ccc(CN2CCOCCOCCN(Cc3ccc([N+](=O)[O-])cc3)CCOCC2)cc1
  A: -16; B: -1%; C: x; D: x
46. COc1ccc(-c2nnc(SCC(=O)Nc3sc4c(c3C#N)CCC4)n2CC2CCCO2)cc1 (stereo not drawn)
  A: 291; B: -15%; C: x; D: -4
47. O=c1/c(=C\c2ccc3c(c2)OCO3)sc2n1CCCN=2
  A: 19; B: -21%; C: -16%; D: 2
48. O=C(Nc1ccccc1N1CCCCC1)c1ccc(-c2ccc(Cl)cc2)o1
  A: -82*; B: 1%; C: x; D: x
49. CC(=O)Nc1cccc(NC(=O)CSc2ncc(-c3ccc(Cl)cc3)n2Cc2ccco2)c1
  A: -17; B: -8%; C: 12%; D: 13
50. Nc1nnc(-c2ccccc2Cl)s1
  A: -18; B: -5%; C: u; D: -13
51. COc1ccc(/C=C2\SC(=O)N(CCC(=O)Nc3ccccc3)C2=O)cc1OC
  A: 17; B: -1%; C: x; D: x
52. O=C(CSc1ncnc2scc(-c3ccc(Cl)cc3)c12)NCc1ccc2c(c1)OCO2
  A: 73; B: -4%; C: x; D: 7
53. COc1ccc(OCCC(=O)OCC(=O)NC(=O)NC(C)(C)C)cc1
  A: 28; B: 0%; C: -4%; D: -3
54. CN1CCN(/C=N/c2c(C#N)cnn2C)CC1
  A: u; B: 5%; C: -5%; D: 8
55. CCOC(=O)N1CCN(C(=O)c2cc3c(=O)[nH]c4ccccc4c3s2)CC1
  A: -119*; B: -7%; C: x; D: -10
56. COc1ccccc1-c1cn(S(=O)(=O)c2ccc(C)cc2)nc1N
  A: -15; B: -2%; C: -2%; D: 10
57. CCC(=O)Nc1nonc1-c1nc2ccccc2n1Cc1ccccc1
  A: u; B: -7%; C: -4%; D: 11
58. CCOC(=O)N1CCC(N2C(=O)c3ccccc3C2Nc2ccccc2)CC1 (stereo not drawn)
  A: 7; B: 3%; C: -8%; D: -7
59. O=C(CCC1N=C2c3ccccc3N=C(SCc3ccccc3Cl)N2C1=O)NCc1ccco1 (stereo not drawn)
  A: 21; B: 0%; C: -19%; D: 7
60. O=C(CCc1nc2ccccc2c(=O)[nH]1)OCc1cccc(C(F)(F)F)c1
  A: 6; B: 0%; C: x; D: x
61. Fc1ccccc1OCCSc1nnnn1-c1ccccc1
  A: u; B: -7%; C: -12%; D: 10
62. Cc1ccc(C2=N/C(=C\N(C)C)C(=O)O2)cc1
  A: -5; B: -4%; C: -5%; D: -3
63. O=C(c1cccs1)N1CCN(C/C=C/c2ccccc2)CC1
  A: 25; B: -9%; C: 5%; D: -3
64. Cc1ccc(S(=O)(=O)N2CCOC2CNC(=O)C(=O)NCc2ccco2)cc1 (stereo not drawn)
  A: 51; B: -2%; C: x; D: x
65. Cc1cc(C(=O)N2CCCCCC2)cs1
  A: -124*; B: 0%; C: 7%[11.4 µM]; D: 11[1.84 µM]
66. CC(C)N(Cc1ccccc1)C(=O)c1cnc2n(c1=O)CCS2
  A: 65; B: 1%; C: -3%; D: 8
67. CCOC(=O)[C@H]1NN=C(C(=O)OC)[C@@H]1c1ccccc1
  A: u; B: 2%; C: x; D: x
68. CCOC(=O)c1ccc(N2C(=O)C(C)=C(C)C2=O)cc1
  A: 21; B: 3%; C: 9%; D: 5
69. CCCCNS(=O)(=O)c1ccc2nc(SCC(=O)Nc3ccccc3)[nH]c2c1
  A: -18; B: 0%; C: x; D: x
70. O=C1c2ccccc2C(=O)N1Cc1ccco1
  A: 2; B: -6%; C: -1%; D: -3
71. CC(=O)c1cc2c(cc1NC(=O)c1c(-c3ccccc3)noc1C)OCO2
  A: -4; B: -3%; C: 0%; D: 5
72. CC1CN(S(=O)(=O)c2ccc(C(=O)Nc3ccc(S(=O)(=O)Nc4ncccn4)cc3)cc2)CC(C)O1 (stereo not drawn)
  A: 5; B: -1%; C: x; D: x
73. COCCn1c(=NC(=O)c2cc(-c3cccs3)nc3ccccc23)sc2cc(S(N)(=O)=O)ccc21
  A: 63; B: -5%; C: x; D: x
74. Cc1ccc(-c2nc3ccccc3n3c(C)nnc23)cc1
  A: -27; B: -5%; C: 25%; D: u
75. CCOc1ccccc1-n1c(=O)c2ccccc2c2ccccc2c1=O
  A: -1; B: -2%; C: x; D: x
